# High-throughput results deposited in PubChem BioAssay by National Center for Advancing Translational Sciences (NCATS).
# POLH inh – qHTS for Inhibitors of Polymerase Eta. DNA polymerase eta (Homo sapiens), Q9Y253. recombinant Pol eta, fluorescent DNA replication assay. Potency, µM (highest dose often 114 µM), inactives show at the highest dose activity change, negative = inhibition, hits mostly inhibitors. 390,000 compounds, 1.2% hits. AID 588591, 2011; note: % is set by controls: 0 for no effect and ±100 for the full control effect
# Target sequence (Q9Y253 whole entry, looked up): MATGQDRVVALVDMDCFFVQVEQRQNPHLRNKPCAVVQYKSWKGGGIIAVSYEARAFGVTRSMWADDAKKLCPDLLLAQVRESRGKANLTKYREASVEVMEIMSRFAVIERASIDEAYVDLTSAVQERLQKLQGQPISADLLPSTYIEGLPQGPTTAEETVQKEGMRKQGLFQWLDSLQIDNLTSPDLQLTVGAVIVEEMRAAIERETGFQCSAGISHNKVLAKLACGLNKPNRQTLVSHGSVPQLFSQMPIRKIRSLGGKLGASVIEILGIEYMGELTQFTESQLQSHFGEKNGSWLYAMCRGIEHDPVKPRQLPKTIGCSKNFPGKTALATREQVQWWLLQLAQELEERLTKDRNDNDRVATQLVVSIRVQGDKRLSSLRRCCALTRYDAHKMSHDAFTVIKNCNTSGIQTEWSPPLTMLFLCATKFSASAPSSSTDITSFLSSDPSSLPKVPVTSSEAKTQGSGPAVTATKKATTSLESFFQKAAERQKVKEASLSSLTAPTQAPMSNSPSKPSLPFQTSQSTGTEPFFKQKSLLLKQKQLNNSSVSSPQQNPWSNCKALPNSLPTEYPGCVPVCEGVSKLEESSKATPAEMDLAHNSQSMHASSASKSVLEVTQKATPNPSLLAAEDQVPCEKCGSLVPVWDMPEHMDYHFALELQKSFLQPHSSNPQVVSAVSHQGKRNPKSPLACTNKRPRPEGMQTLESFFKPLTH
#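 Pol eta (10 nM) was preincubated with compounds for 15 min at room temperature, after which fluorescent replication substrate (50 nM final) was added to start the reaction. Fluorescence was read kinetically at 0 and 10 min.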
# G9a inh – qHTS Assay for Inhibitors of Histone Lysine Methyltransferase G9a; Histone-lysine N-methyltransferase EHMT2 (Homo sapiens), Q96KQ7; 350,000 compounds, 8.8% hits; G9a H3K9 monomethylation, AlphaScreen, 2 h; Potency, µM (doses to about 102 µM), inactives show at the highest dose activity, negative = inhibition, actives largely listed as inhibitors; note: % is set by controls: 0 for no effect and ±100 for the full control effect; nearly all actives have a fitted effect of over 75% in size
#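 Methyltransferase reactions run at room temperature for 2 h (20 nM enzyme, 500 nM biotin-H3K9 peptide, 20 uM SAM) after a 15 min compound preincubation; product detected by AlphaScreen beads and anti-H3K9me1 antibody.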
# POLB inh – qHTS Assay for Inhibitors of DNA Polymerase Beta. P06746. 340,000 compounds, 1.3% hits. Potency, µM (top dose mostly 114 µM), for inactives: at the highest dose activity change, negative = inhibition, hits mostly inhibitors. Pol beta primer extension/strand displacement, fluorescence kinetic; note: % is set by controls: 0 for no effect and ±100 for the full control effect
#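 Kinetic readout of DNA synthesis with strand displacement by Pol beta. Compound and 10 nM enzyme sit 15 min at room temperature; 50 nM substrate starts the reaction, read immediately and at 10 min.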
# Pol iota inh – qHTS for Inhibitors of Polymerase Iota. Potency, µM (doses to about 115 µM), for the others: at the highest dose activity, negative = inhibition, hits mostly inhibitors. 390,000 compounds, 1% hits. Pol iota fluorescent replication assay, 10 min. DNA polymerase iota (Homo sapiens), Q9UNA4. AID 588590, 2011
#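 Pol iota at 10 nM preincubated 15 min with compounds at room temperature; reaction started with fluorescent substrate, 50 nM final. Fluorescence read kinetically at 0 and 10 min; buffer-only wells as negative control.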
# BAZ2B inh – qHTS Assay for Inhibitors of BAZ2B | Bromodomain adjacent to zinc finger domain protein 2B (Homo sapiens), Q9UIF8 | AlphaScreen BAZ2B-H3K14Ac peptide displacement | Potency, µM (top dose mostly 114 µM), for inactives: at the highest dose activity change, negative = inhibition, hits mostly inhibitors | 360,000 compounds, 4.4% hits | AID 504333, 2011; note: % is set by controls: 0 for no effect and ±100 for the full control effect; nearly all actives have a fitted effect of over 60% in size
#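 AlphaScreen displacement: compounds (up to 110uM) incubated 30 min at room temperature with a preformed 50 nM BAZ2B/50 nM biotinylated H3K14Ac peptide complex in PBS pH 7.4 with Tween-20. Donor and acceptor beads at 10 ug/mL final added, 20 min light-protected before reading.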
# Apoferritin bind – qHTS Assay for Identification of Novel General Anesthetics; apoferritin/1-aminoanthracene competitive binding, fluorescence; Potency, µM (series often up to 77.5 µM), without a hit: at the highest dose activity change, negative = displacement, most hits filed as inhibitors; 350,000 compounds, 0.074% hits; AID 485281, 2010; note: % is set by controls: 0 for no effect and ±100 for the full control effect; nearly all actives have a fitted effect of over 20% in size
#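 Horse-spleen apoferritin (10 uM) in 50% saturated 1-aminoanthracene in PBS was incubated 10 min at room temperature with compound. Fluorescence (ex 380, em 535 nm) was normalized to free and bound 1-AMA, with concentration-response fitted by a four-parameter Hill equation.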
# APE1 inh – qHTS Assay for Inhibitors of the Human Apurinic/apyrimidinic Endonuclease 1 (APE1); DNA repair nuclease/redox regulator APEX1 (Homo sapiens), P27695; recombinant APE1, TAMRA/BHQ-2 abasic DNA cleavage fluorescence; Potency, µM (top dose mostly 65.8 µM), inactives show at the highest dose activity change, negative = inhibition, most hits filed as inhibitors; 350,000 compounds, 0.35% hits; AID 2517, 2012;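 note: plate controls were vehicle for no effect and reference inhibitor for full effect; nearly all actives have a fitted effect of over 55% in size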
# Target sequence (P27695 whole entry, looked up): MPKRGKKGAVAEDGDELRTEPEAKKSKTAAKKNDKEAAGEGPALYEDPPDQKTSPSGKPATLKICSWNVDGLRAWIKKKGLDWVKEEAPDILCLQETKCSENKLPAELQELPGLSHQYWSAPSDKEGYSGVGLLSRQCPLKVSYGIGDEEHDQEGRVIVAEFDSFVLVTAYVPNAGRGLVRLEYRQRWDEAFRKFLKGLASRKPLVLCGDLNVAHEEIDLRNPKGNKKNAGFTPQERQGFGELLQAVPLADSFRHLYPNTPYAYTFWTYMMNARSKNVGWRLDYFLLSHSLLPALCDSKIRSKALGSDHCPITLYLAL
#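 Activity was derived from the fluorescence gain between first and third kinetic reads (60 s intervals, ex 525/em 598 nm) after 50 nM THF-abasic TAMRA/BHQ-2 duplex was added to 0.75 nM APE1 preincubated 15 min with compound.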
# BLM inh – qHTS Assay for Inhibitors of Bloom's syndrome helicase (BLM); RecQ-like DNA helicase BLM (Homo sapiens), P54132; recombinant BLM DNA unwinding, fluorescence dequenching; Potency, µM (highest dose often 56.1 µM), for the others: top-dose activity change, negative = inhibition, hits mostly inhibitors; 350,000 compounds, 0.2% hits;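 note: plate controls were vehicle for no effect and no enzyme for full effect; nearly all actives have a fitted effect of over 35% in size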
# POLK inh – qHTS for Inhibitors of Polymerase Kappa; 400,000 compounds, 0.53% hits; DNA polymerase kappa (Homo sapiens), Q9UBT6; Potency, µM (series often up to 107 µM), for the others: top-dose activity, negative = inhibition, actives largely listed as inhibitors; AID 588579, 2011; purified Pol kappa, fluorescent DNA synthesis assay, 10 min; note: % is set by controls: 0 for no effect and ±100 for the full control effect
#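 10 nM Pol kappa was preincubated with compounds for 15 min at room temperature. Reaction started with 50 nM (final) substrate. Fluorescence read kinetically at 0 and 10 min.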
# Starred values were filed as active, the others as inactive; ? = inconclusive; . = not tested or not shown; & = joins results of further samples; [ ] = remark or other dose. Calls come from the whole dose curve; as a rule, active = well fitted curve in the direction sought with a large enough effect; inconclusive = small, poorly fitted or top-dose-only effect, or another doubt; inactive = no such curve, though single readings can be large; an effect the other way counts as inactive or inconclusive. Potency is the fitted concentration of half-maximal effect.
structure	POLH inh	G9a inh	POLB inh	Pol iota inh	BAZ2B inh	Apoferritin bind	APE1 inh	BLM inh	POLK inh
Cc1cccc(NC(=O)c2cc([N+](=O)[O-])ccc2NCC2CCCO2)n1 (stereo unspecified)	-20%	?	2%	117%[activator]	?	?	-5%	-3%	-12%
CCOC(=O)c1c(NC(=O)CN2C(=O)NC3(CCCCC3C)C2=O)sc(C)c1CC (stereo unspecified)	?	?	.	17%	-5%	.	5%	.	-5%
CC(=O)Nc1ccc(NC(=O)C(NS(=O)(=O)c2cccc3nsnc23)C(C)C)cc1 (stereo unspecified)	-2%	-49%	2%	19%	-20%	-3%	41%[activator]	0%	-5%
COc1ccc(C)cc1S(=O)(=O)Nc1cc(Cl)ccc1Cl	-15%	-1%[59 µM]	-9%	4%	5%	7%	-3%	-1%	-12%
O=C(NCc1csc2ccccc12)Nc1cc(Cl)cc(Cl)c1	-6%	?	-13%	62%[activator]	-12%	-6%	0%	-5%	-3%
COCCCNCC(O)C(F)(F)F (stereo unspecified)	-16%	-3%	0%	11%	-17%	-2%	-5%	-3%	-4%
CN(C)CCCNC(=O)c1cc(Br)ccc1O	-7%	0%	1%	76%[activator]	-9%	2%	2%	-6%	0%
CCC(=O)C1=C(c2ccc(Cl)cc2)N(C(=O)CC)n2c(C)nnc2S1	-13%	14%[59 µM]	2%	15%	9%	-10%	.	-12%	-6%[60.1 µM]
COc1ccc([C@H]2CC(=O)C=C(c3ccc4ncccc4c3)C2)cc1OC	-14%	.	.	-12%	.	.	14%	.	8%
Cc1ccc(-c2nc3cc(Cl)ccc3o2)cc1	6%	21%[59 µM]	10%	1%	0%	-4%	-7%	-2%	-24%
Cc1cccc(CNc2nc(-c3cccnc3)nc3ccccc23)c1	.	.	.	.	.	?	-4%	-5%	-10%[60.1 µM]
CCC(C)N(C(=O)COc1ccc(-c2nnco2)cc1)C1CCS(=O)(=O)C1 (stereo unspecified)	-9%	-10%[0.501 µM]	.	107%[activator]	0%	.	-12%	.	-17%
Cc1cc(NC(=O)c2sccc2C)n(-c2cccc(Cl)c2)n1	-8%	0%	3%	-9%	-6%	-23%	11%	-4%	2%
CCOC(=O)c1ccc(-c2ccc3oc(-c4ccsc4)cc(=O)c3c2)cc1F	-13%	.	.	29%	.	.	14%	.	14%
COc1cccc([C@@H]2Oc3ccc(Br)cc3C(=O)[C@H]2OC(=O)NC2CCCC2)c1	-26%	-7%	?	38%	-20%	?	-4%&-5%	-7%&-12%	7%
COc1cc(/C=N/O)ccc1Oc1cnccn1	-3%	19%	30%	42%[activator]	4%	-4%	13%	-3%	1%
CCN(CC)CCN1C(=O)C(=O)/C(=C(/O)c2c(C)[nH]c(C(=O)OC)c2C)C1c1ccccc1 (stereo unspecified)	-5%	8%[12.7 µM]	32%	-8%	1%	1%	2%	-3%	-16%
COc1ccc(CNC(=O)[C@H](Cc2c[nH]c3ccccc23)NC(=O)[C@@H]2Cc3ccccc3CN2)cc1	8%	?	1%	-8%	?	-2%	29%	0%	4%
c1ccc(-n2nnnc2Oc2ccc(-n3ccnc3)cc2)cc1	1%	4%	-1%	1%	-29%	-10%	0%	0%	-1%
O=C(NCc1ccccn1)/C(=N/O)c1ccccc1	-18%	16%	44%	-9%	-1%	-8%	0%	-3%	-11%
CC(=O)Nc1cccc(NC(=S)Nc2cccc(Cl)c2C)c1	-3%	-43%	-2%	?	-19%	-10%	0%	3%	-14%
COc1ccc(NS(=O)(=O)c2cccc(C(=O)NCC3(N4CCCCC4)CCCCC3)c2)cc1	-17%	7%[0.501 µM]	.	17%	2%	.	12%	.	-3%
Cc1ccc(C)c(N2C(=N)S/C(=C\c3ccc(-c4ccccc4C(=O)O)o3)C2=O)c1	22µM*	2.2µM*	?	14µM*	20µM*	-1%	?	-4%	?
FC(F)(F)c1cnc(C(c2ccccc2)c2ncn[nH]2)c(Cl)c1 (stereo unspecified)	3%	?	5%	42%[activator]	-13%	-4%	-1%	-13%	-14%

# Shown with two lines to a compound: part of the list above.
# Screens in order: POLH inh	G9a inh	POLB inh	Pol iota inh	BAZ2B inh	Apoferritin bind	APE1 inh	BLM inh	POLK inh
- Cc1cc(NC(=O)c2sccc2C)n(-c2cccc(Cl)c2)n1
  -8%	0%	3%	-9%	-6%	-23%	11%	-4%	2%
- CCOC(=O)c1ccc(-c2ccc3oc(-c4ccsc4)cc(=O)c3c2)cc1F
  -13%	.	.	29%	.	.	14%	.	14%
- COc1cccc([C@@H]2Oc3ccc(Br)cc3C(=O)[C@H]2OC(=O)NC2CCCC2)c1
  -26%	-7%	?	38%	-20%	?	-4%&-5%	-7%&-12%	7%

# (cont.)
structure	POLH inh	G9a inh	POLB inh	Pol iota inh	BAZ2B inh	Apoferritin bind	APE1 inh	BLM inh	POLK inh
COC(=O)/C(C#N)=C/c1ccc(C)o1	-18%	11%	8%	175%[activator]	-6%	-15%	2%	-4%	-1%
CCOC(=O)N1CCN(Cc2ccc3ccccc3c2)CC1	-7%	.	42%	31%[activator]	?	0%	0%	2%	-12%
COc1ccc(-c2oc3ccc(-c4cc(OC)c(OC)c(OC)c4)cc3c2-c2ccc(OC)nc2)cc1	-18%	.	19%	-2%	?	-12%	-5%	-4%	4%
CCOc1ccccc1-c1ccc(C(=O)O)o1	.	1%[135 µM]	.	.	.	2%[163 µM]	-9%[120 µM]	5%[120 µM]	-7%
Cc1ccc(S(=O)(=O)N2CCN(C3CC4CCC3C4)CC2)cc1 (stereo unspecified)	6%	8.9µM*	1%	-1%	32µM*	-23%	30%	2%	2%
Cn1cccc1CC(=O)N/N=C/C(Cl)=C/c1ccccc1	1%	-18%[59 µM]	-22%	-3%	-30%	-10%	7%	-2%	-12%
S=C(NCc1ccccn1)Nc1ccccc1	-19%	19%[59 µM]	0%	32%[activator]	79µM*	0%	-3%	-1%	-3%
CC1(C)CC(=O)C2=C(C1)OC(N)=C(C#N)C2c1ccc(OC(=O)N2CCOCC2)cc1 (stereo unspecified)	-13%	12%	30%	17%	1%	-15%	-4%	0%	-14%
Cc1cc(C=O)c(C)n1-c1ccc(Oc2ccc([N+](=O)[O-])cn2)cc1	-13%	6%[59 µM]	38%	?	?	-13%	0%	-4%	3%
COc1cccc(NC(=S)N2CCN(c3ccccn3)CC2)c1	-16%	-1%	1%	179%[activator]	-10%	-6%	0%	3%	-9%
O=C(NCc1ccccc1)c1ccc2nccnc2c1	-2%	16%[59 µM]	-3%	15%	11%	-6%	7%	-7%	-5%
CC(=O)Nc1cc2c(cc1NC(=O)Cn1nc(-c3ccc(F)cc3)ccc1=O)OCCO2	-15%	-7%[59 µM]	-2%	98%[activator]	1%	3%	49%[activator][12.4 µM]	-4%	3%
Cc1cccc(Nc2nc(N)c([N+](=O)[O-])c(N3CCN(C)CC3)n2)c1	-5%	?	-14%	15%	-5%	-7%	14%	-4%	-16%
Nc1nc(N)c(N=O)c(OCC2CCCCC2)n1	-17%	48%[59 µM]	-2%	9%	-33%	-20%&6%	10%&-2%	-7%&-4%	-2%[60.1 µM]
O=C(Nc1ccc2c(c1)OCCO2)c1cc(-n2cnnc2)ccc1Cl	-7%	-35%[12.7 µM]	4%	8%	5%	1%	5%	1%	?
CCOc1ccc(CCNC(=O)C2CCCN(c3ncnc4c3nc3n4CCCCC3)C2)cc1 (stereo unspecified)	-23%	-6%	16%	15%	-10%	-2%	40%	0%	6%
COCCCNC(=O)CC1C[C@H](C(=O)N2CCCCC2)[C@@]2(C)c3[nH]c4ccc(OC)cc4c3CCN2C1=O (stereo partly specified)	-10%	.	.	-11%	.	.	-4%	.	-33%
O=C(OCC(=O)N1CCCC1=O)c1cc2ccccc2o1	-14%	12%[2.33 µM]	.	44%[activator]	3%	.	0%	.	0%
O=C(Nc1nc2ccc(S(=O)(=O)N3CCCC3)cc2s1)c1ccco1	?	16%[59 µM]	3%	13%	7%	8%	9%	-4%	5%
Cc1cc(NC(=O)CN(C)S(=O)(=O)c2ccc(-c3ccc(=O)[nH]n3)s2)ccc1Br	-12%	17%	-10%	-12%	-2%	-15%	9%	1%	-2%
CSCC[C@H](NC(=O)NCc1cccs1)C(=O)O	-10%	-21%[59 µM]	-1%	4%	6%	-6%	1%	0%	-5%
Cc1ccc(CNC(=O)[C@H](Cc2ccccc2)NC(=O)C2CCNCC2)cc1	-4%	-1%[12.7 µM]	0%	-14%	0%	-9%	24%	-1%	-8%
COc1cc(OC)c(C(=O)OCC(=O)N2CCOCC2)cc1OC	-18%	-7%	17%	5%	-1%	5%	6%	-4%	3%
CCN(CC)S(=O)(=O)c1ccc(C(=O)NCc2ccc(C)cc2)cc1	4%	-7%[59 µM]	2%	2%	-1%	?	-9%	-2%	-9%
CCOC(=O)c1c(C)[nH]c(C)c1S(=O)(=O)N1CCC(C(=O)Nc2cc(Cl)ccc2OC)CC1	-14%	-12%[59 µM]	16%	?	-35%	6%	.	-8%	13%
COc1ccc(CNc2nc3ccccc3s2)cc1OC	-10%	.	26%	21%	-9%	-12%	8%	-1%	-6%

# An excerpt; count on the stated rates, not on these rows.
